PPC-1+TRAIL kill: compounds killing PPC-1 cancer cells with TRAIL present, primary screen, TRAIL potentiator project, ATPLite luminescence, uHTS | 220,000 tested, 0.41% active | AID 1443, 2008 | PPC-1 cells + TRAIL, ATPLite viability luminescence | cell killing (% activity), % at 4 µM;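 active means cell killing above 50% in the first pass at 4 µM, then a duplicate retest at 5 µM averaging 50% or more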;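 further: plate controls were cells with TRAIL plus DMSO for no effect and medium-only wells lacking cells for full effect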
Ba/F3 V617F tox: reduced viability of JAK2V617F-dependent Ba/F3 cells, primary screen, JAK2V617F inhibitor project, cell-based, Ba/F3 EpoR-JAK2V617F, luminescence; ATP luminescence; inhibition, % at 5.6 µM; 220,000 tested, 1.1% active; AID 1446, 2008;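 active means inhibition above the campaign mean plus 3 SD over all tested compounds, cut at about 24% in these data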;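 further: cytokine-independent growth of Ba/F3 cells driven by EpoR plus mutant JAK2; 0% = DMSO-treated cells and 100% = JAK inhibitor I control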
PGE2 EP2 inh: human EP2 receptor antagonists, primary screen, TR-FRET cAMP, C6 glioma cells. 260,000 tested, 0.52% active. C6 glioma cells expressing human EP2; cells stimulated with saturating PGE2. inhibition, % at 25 µM. Prostaglandin E2 receptor EP2 subtype (Homo sapiens), P43116. AID 1422, 2008;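 active means percent inhibition above 40 after rounding to a whole number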;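 further: rat C6 glioma host cells with rolipram phosphodiesterase inhibitor present; the protocol text gives 20 µM as final concentration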
p97 ATPase inh: inhibitors of human p97 ATPase, primary screen, biochemical. recombinant p97 ATPase, Kinase-Glo ATP luminescence, 3 h. inhibition, % at 8 µM. Transitional endoplasmic reticulum ATPase (Homo sapiens), P55072. 220,000 tested, 0.42% active; in the data active means inhibition above about 15%;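 further: 0% = DMSO vehicle and 100% = wells lacking enzyme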
Target sequence (P55072 whole entry, looked up): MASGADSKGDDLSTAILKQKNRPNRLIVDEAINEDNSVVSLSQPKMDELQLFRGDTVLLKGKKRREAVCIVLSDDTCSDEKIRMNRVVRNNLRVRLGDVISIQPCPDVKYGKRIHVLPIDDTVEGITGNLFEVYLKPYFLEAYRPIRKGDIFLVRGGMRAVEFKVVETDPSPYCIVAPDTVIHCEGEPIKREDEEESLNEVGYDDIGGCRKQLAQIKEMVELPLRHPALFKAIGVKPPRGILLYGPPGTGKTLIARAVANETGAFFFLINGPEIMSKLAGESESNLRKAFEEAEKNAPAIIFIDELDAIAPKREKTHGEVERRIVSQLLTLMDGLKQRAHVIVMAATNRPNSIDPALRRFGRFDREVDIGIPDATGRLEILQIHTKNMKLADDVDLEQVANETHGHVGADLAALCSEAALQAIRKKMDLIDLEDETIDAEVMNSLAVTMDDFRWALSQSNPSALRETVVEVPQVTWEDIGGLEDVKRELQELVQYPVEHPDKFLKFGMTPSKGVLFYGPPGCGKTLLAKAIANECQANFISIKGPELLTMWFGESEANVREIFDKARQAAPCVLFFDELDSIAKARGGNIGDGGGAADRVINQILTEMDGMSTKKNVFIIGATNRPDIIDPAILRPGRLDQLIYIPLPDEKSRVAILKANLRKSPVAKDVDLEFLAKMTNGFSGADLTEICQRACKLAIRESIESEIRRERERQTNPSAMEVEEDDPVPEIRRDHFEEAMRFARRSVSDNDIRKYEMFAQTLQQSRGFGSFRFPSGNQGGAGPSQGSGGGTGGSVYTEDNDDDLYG
BaF3 parental: parental Ba/F3 cell viability inhibition, counter-screen for JAK2V617F inhibitor project, murine pro-B, CellTiter-Glo luminescence; CellTiter-Glo ATP luminescence; inhibition, % at 5.6 µM; 220,000 tested, 1.1% active;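 active means inhibition above a per-campaign cutoff, the mean inhibition of all tested compounds plus 3 SD, cut at about 27% in these data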;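 further: 0% = DMSO wells and 100% = JAK Inhibitor I control wells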
Furin inh: human furin inhibitors, primary screen, biochemical, fluorescence intensity; P09958; purified furin, fluorogenic substrate cleavage; inhibition, % at 30 µM; 220,000 tested, 0.061% active; in the data active means inhibition above about 25%; further: inactives centre near -15
RBBP9 inh: human RBBP9 inhibitors, primary screen, biochemical, fluorescence polarization, FP-Rh probe, HTS; Serine hydrolase RBBP9 (Homo sapiens), O75884; recombinant RBBP9; inhibition, % at 7.94 µM; 220,000 tested, 0.2% active; AID 1515, 2009;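 active means inhibition above the campaign mean of all tested compounds plus 3 SD, cut at about 14% in these data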;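 further: plate controls were DMSO wells with RBBP9 for no effect and wells lacking RBBP9 protein for full effect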
Target sequence (O75884 whole entry, looked up): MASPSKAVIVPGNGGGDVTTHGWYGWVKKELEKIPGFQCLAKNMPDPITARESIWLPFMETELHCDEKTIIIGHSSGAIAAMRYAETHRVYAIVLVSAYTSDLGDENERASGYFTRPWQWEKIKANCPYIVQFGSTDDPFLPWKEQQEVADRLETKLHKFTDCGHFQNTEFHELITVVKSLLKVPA
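Assay system: recombinant human RBBP9; Reagent: Serine-hydrolase probe FP-Rh, 375 nM pre-mixing; Doses: 7.94 µM single dose, 0.794% DMSO; Incubation: 30 min then 45 min, 25 °C; Detection: fluorescence polarization (mP), excitation 525 nm, emission 598 nm; Evaluation: percent inhibition from mP, scaled between DMSO and no-protein wells.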
TbHK1 inh: Trypanosoma brucei hexokinase 1 inhibitors, primary screen, biochemical, G6PDH-coupled NADH absorbance, MLSCN library. inhibition, % at 10 µM. 220,000 tested, 0.11% active. recombinant TbHK1, G6PDH-coupled NADH A340. AID 1430, 2008. hexokinase 1 [Trypanosoma brucei];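 active means inhibition of 50% or more in the single-dose primary screen; inactive means inhibition below 50%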
NCF1 inh: p47phox/p22phox peptide binding inhibitors, primary screen, biochemical, uHTS, NADPH oxidase regulatory subunit. fluorescence polarization, 2 h. inhibition, % at 24.7 µM. 220,000 tested, 0.53% active. AID 1274, 2008;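 active means inhibition above about 30%, limit read from the data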;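 further: 0% = p47phox with labelled peptide and 100% = labelled peptide alone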
* hit, by the source's call; / = not tested or not shown; [ ] = another dose, or the depositor's remark. An excerpt. The share of hits here may be higher or lower than overall.

#1 COC(=O)c1c(Oc2nc(OC)cc(OC)n2)cccc1Oc1nc(OC)cc(OC)n1
#2 COC(=O)Nc1ccc(C)c2nsnc12
#3 Cc1ccccc1/C=N/n1c(-c2cc(-c3ccccc3)n[nH]2)n[nH]c1=S
#4 COc1ccc(Br)cc1CNC(=O)C1CCN(S(=O)(=O)N2CCCCC2)CC1
#5 CN(C)c1nc(-c2cccs2)cc(C(F)(F)F)c1C#N
#6 Cn1nnnc1SCC(=O)Nc1ccccc1Cc1ccccc1

Assay by compound	1	2	3	4	5	6
PPC-1+TRAIL kill	9	5	10	18	13	8
Ba/F3 V617F tox	-1	-6	4	-3	2	-1
PGE2 EP2 inh	7	/	4	7	10	11
p97 ATPase inh	3	5	-7	-2	-2	7
BaF3 parental	7	3	1	2	0	6
Furin inh	-15	-27	-9	-6	-24	-16
RBBP9 inh	-4	-4	-15	-4	-7	-3
TbHK1 inh	-13	2	-17	-2	-6	-7
NCF1 inh	-10	6	1	-14	58*	-16

Limited to Furin inh and PPC-1+TRAIL kill, for some of the entries so far:
| # | Compound | Furin inh | PPC-1+TRAIL kill |
| --- | --- | --- | --- |
| 1 | COC(=O)c1c(Oc2nc(OC)cc(OC)n2)cccc1Oc1nc(OC)cc(OC)n1 | -15 | 9 |
| 2 | COC(=O)Nc1ccc(C)c2nsnc12 | -27 | 5 |

(listing goes on)
#7 COc1ccc(C(=O)OCC(=O)N(C)C2CCS(=O)(=O)C2)cc1S(=O)(=O)N1CCCc2ccccc21 (stereo unspecified)
#8 Cc1ccccc1OCC(=O)Nc1sc(C(=O)Nc2cccc(C)c2C)c(C)c1C#N
#9 Cc1ccc(S(=O)(=O)N2CCOCC2)cc1C(=O)Nc1c(C)n(C)n(-c2ccccc2)c1=O
#10 CC1CCN(C(=O)CSCc2ccc(Cl)cc2)CC1
#11 Cc1ccn2c(NC3CCCC3)c(-c3ccccn3)nc2c1
#12 Cc1cccc(NC(=O)CSc2ncnc3c2oc2ccccc23)c1

Assay by compound	7	8	9	10	11	12
PPC-1+TRAIL kill	21	10	11	7	-2	10
Ba/F3 V617F tox	-3	-1	-1	-3	3	-1
PGE2 EP2 inh	6	20	4	22	8	15
p97 ATPase inh	1	1	1	-3	-1	-4
BaF3 parental	3	5	5	1	7	5
Furin inh	-22	-18[20 µM]	-3	-12[20 µM]	-32	-28
RBBP9 inh	-11	-1	-6	1	-1	-2
TbHK1 inh	0	-10	28	2	-5	-12
NCF1 inh	-8	4	-8	-12	10	-18

#13 FC(F)(F)c1nnc(-c2ccccc2)nc1Sc1ccccc1
#14 O=C(NCC1CCCO1)c1ccccc1 (stereo unspecified)
#15 C[N+]12CCCCC1C(COC(=O)c1ccc3c(c1)OCO3)CCC2 (stereo unspecified)
#16 O=C(COC(=O)c1ccco1)NCc1ccc(Cl)cc1
#17 CNC(=O)CS(=O)CC(=O)Nc1cc(OCCOC)c(Cl)cc1Cl (stereo unspecified)
#18 O=C(CCC(=O)Nc1ccc(F)cc1)N/N=C/c1cc([N+](=O)[O-])ccc1O

Assay by compound	13	14	15	16	17	18
PPC-1+TRAIL kill	10	40	20	4	9	11
Ba/F3 V617F tox	-4	-2	0	-2	-1	3
PGE2 EP2 inh	20	5	/	2	5	-1
p97 ATPase inh	0	2	6	3	6	-5
BaF3 parental	3	1	6	4	1	8
Furin inh	-2[20 µM]	-16[20 µM]	-15[20 µM]	-25	-9	-1
RBBP9 inh	7	-6	0	0	-6	-5
TbHK1 inh	-1	4	-3	-2	-2	-2
NCF1 inh	-5	-13	3	2	-1	-3

#19 Cn1c(-c2ccccc2)cnc1SCC(=O)NCc1ccco1
#20 COc1cc(OC)cc(C(=O)N[C@H](C(=O)OCC(N)=O)C(C)C)c1
#21 Nc1c(C(=O)c2cccs2)oc2ccccc12
#22 CCCN1CCN(C(=O)CCCNC(=O)Cn2cnc3sc(C)c(C)c3c2=O)CC1
#23 CC(C)(C)C(=O)NCCN1CCN(C(=O)C(C)(C)C)CC1
#24 O=C(Nc1cc(S(=O)(=O)N2CCCCC2)ccc1N1CCOCC1)c1cc(=O)[nH]c2ccccc12

Assay by compound	19	20	21	22	23	24
PPC-1+TRAIL kill	3[5 µM]	10	10	1	12	10
Ba/F3 V617F tox	-2	5	3	2	0	-5
PGE2 EP2 inh	7	6	2	10	8	3
p97 ATPase inh	3	-3	-2	-3	-1	6
BaF3 parental	6	7	2	7	2	1
Furin inh	-12[20 µM]	-9	-1	-14	-29[20 µM]	-21
RBBP9 inh	6	-1	-1	3	3	-1
TbHK1 inh	-1	4	-15	-1	-2	-24
NCF1 inh	3	3	-39	-3	-3	-19

#25 CCOP(=O)(OCC)C(C)(C)NC(=O)Nc1ccc(Cl)c(Cl)c1
#26 O=C(CSc1nncn1-c1ccccc1)NC1CCCCC1
#27 OC(c1cccs1)c1nccc2ccccc12 (stereo unspecified)
#28 CNc1nc(-c2ccc3c(c2)CCN3C(=O)c2cccc(F)c2)cs1
#29 O=C(CNS(=O)(=O)c1cccs1)N1CCc2ccccc2C1
#30 COc1ccc2c(c1)CCN1C2CCN2C(=O)CCC21 (stereo unspecified)

Assay by compound	25	26	27	28	29	30
PPC-1+TRAIL kill	4	-12	0	5	-18	-11
Ba/F3 V617F tox	-2	1	-2	-3	-2	-2
PGE2 EP2 inh	9	4	16	4	9	3
p97 ATPase inh	1	-2	6	4	0	2
BaF3 parental	-2	3	2	1	1	-2
Furin inh	-16	-27	1	-15	-2	-10
RBBP9 inh	10	-4	-8	3	-4	-11
TbHK1 inh	-1	-5	-2	-30	2	-9
NCF1 inh	-9	2	2	-26	-8	-3

#31 Clc1ccc(/C=C/c2ncc3ccccn23)cc1
#32 CC(=O)N1CCN(CC(O)COc2ccc(OCc3ccccc3)cc2)CC1 (stereo unspecified)
#33 O=C(Nc1ccccc1)c1cc2ccccc2c(=O)s1
#34 COCCCNC(=O)Cn1nc(-c2ccc(C)cc2)ccc1=O
#35 Cc1cc(C(=O)N/N=C/c2ccc(O)c(O)c2O)c(C)n1-c1ccccc1
#36 COc1cccc(C2=NN(C(=O)c3cccs3)C(O)(C(F)(F)F)C2)c1 (stereo unspecified)

Assay by compound	31	32	33	34	35	36
PPC-1+TRAIL kill	/	27	-2	24	24	-2
Ba/F3 V617F tox	-2	-1	-1	-2	-3	-1
PGE2 EP2 inh	8	-2	2	10	10	9
p97 ATPase inh	3	-1	6	2	11	-2
BaF3 parental	5	5	4	0	-1	7
Furin inh	-45	-34[20 µM]	-23	-26	-10	-25
RBBP9 inh	1	-2	-11	-10	18*	1
TbHK1 inh	-7	-5	1	0	-7	-2
NCF1 inh	-25	2	-10	-4	-9	-23

#37 NC(=O)C1CCN(C(=O)CNC(=O)c2ccccc2)CC1
#38 CCCOC(=O)C1=C(C)OC23OC(N)=C(C#N)C12C(=O)c1ccccc13 (stereo unspecified)
#39 Cc1cc(C(F)(F)F)nn1CC(=O)NNC(=S)Nc1cccc(Cl)c1
#40 CC(C)[C@H]1CN(C)CCN1Cc1cn(C)nc1-c1cccc(Cl)c1
#41 O=C1Nc2ccccc2S/C1=C/Nc1cccc(Cl)c1
#42 CCOC(=O)N1CCN(C(=O)Cc2c(C(=O)O)n(C)c3ccccc23)CC1

Assay by compound	37	38	39	40	41	42
PPC-1+TRAIL kill	10	18	-9	25	-4	-2
Ba/F3 V617F tox	-3	13	-1	-2	-1	-1
PGE2 EP2 inh	6	16	7	-2	3	8
p97 ATPase inh	3	-4	-2	4	0	2
BaF3 parental	0	12	0	6	2	8
Furin inh	-24	-5[20 µM]	-14[20 µM]	-35	-20[20 µM]	-19
RBBP9 inh	0	4	-1	-11	-8	1
TbHK1 inh	-4	2	-1	-7	-8	-5
NCF1 inh	0	6	-10	5	13	-4

Single records, from the list above. Order of screens: PPC-1+TRAIL kill, Ba/F3 V617F tox, PGE2 EP2 inh, p97 ATPase inh, BaF3 parental, Furin inh, RBBP9 inh, TbHK1 inh, NCF1 inh
Record of `O=C(Nc1ccccc1)c1cc2ccccc2c(=O)s1` → -2, -1, 2, 6, 4, -23, -11, 1, -10
Record of `Cc1cccc(NC(=O)CSc2ncnc3c2oc2ccccc23)c1` → 10, -1, 15, -4, 5, -28, -2, -12, -18
Record of `CNc1nc(-c2ccc3c(c2)CCN3C(=O)c2cccc(F)c2)cs1` → 5, -3, 4, 4, 1, -15, 3, -30, -26

Other entries.
#43 COc1cc(Cn2c(=O)oc3ccc(C)cc32)ccc1OC(C)C
#44 COc1ccccc1C(=O)OCc1nc(N)nc(Nc2ccccc2C)n1
#45 CCOc1ccc(NC(=O)CSc2nnc(Cc3cccn3C)n2-c2ccc(OC)cc2)cc1
#46 O=C(Nc1ccc(/C=C/c2nc3ccccc3o2)cc1)c1cccc(C(F)(F)F)c1
#47 CCC(=O)OCCNc1cc(Sc2nccn2C)c2nonc2c1[N+](=O)[O-]
#48 CCOc1ccc(OCC)c(NS(=O)(=O)c2ccc3c(c2)CCN3C(=O)C2CCC2)c1

Assay by compound	43	44	45	46	47	48
PPC-1+TRAIL kill	22	7	2	22	16	-8
Ba/F3 V617F tox	-3	2	1	-1	-2	-1
PGE2 EP2 inh	3	6	-1	10	8	9
p97 ATPase inh	1	-1	1	-1	6	0
BaF3 parental	2	4	5	9	1	4
Furin inh	-13[20 µM]	-9	-16[20 µM]	-8	3	-16[20 µM]
RBBP9 inh	3	-8	-2	-15	-8	-8
TbHK1 inh	0	-3	-1	-25	-20	-6
NCF1 inh	-10	-4	-14	-8	0	-5

#49 O=C1CC(N2CCSCC2)C(=O)N1c1ccccc1 (stereo unspecified)
#50 O=C(Cn1cnc2c(oc3ccccc32)c1=O)N1CCCc2ccccc21
#51 CC(=O)Nc1ncc(Cc2cccc(Cl)c2)s1
#52 COc1cccc(CN2CCN(Cc3nc4c(s3)CCCC4)CC2CCO)c1 (stereo unspecified)
#53 CCc1ccc(NC(=O)CNS(=O)(=O)c2c(C)noc2C)cc1
#54 Cc1noc(C)c1CSc1ncnc2sc(C)c(C)c12

Assay by compound	49	50	51	52	53	54
PPC-1+TRAIL kill	11	5	-4	5	13	-1
Ba/F3 V617F tox	2	-1	34*	-2	3	2
PGE2 EP2 inh	2	11	6	6	8	6
p97 ATPase inh	-4	2	2	-2	3	-2
BaF3 parental	5	4	28*	4	7	1
Furin inh	-13	-21[20 µM]	-9	-12	-31	-21
RBBP9 inh	-7	5	-16	-6	-4	-8
TbHK1 inh	2	-7	9	0	6	-6
NCF1 inh	3	-11	-14	-17	-4	0

#55 COc1ccc(N(CC(=O)Nc2ccc(C)cn2)S(=O)(=O)c2c(C)nn(C)c2C)cc1
#56 Cc1ccccc1Nc1nnc(SCc2nc3ccccc3c(=O)[nH]2)s1
#57 Cc1cc(C(=O)NC2CCCc3ccccc32)c(C)o1 (stereo unspecified)
#58 Cc1cc(C)nc(/N=C(\N)Nc2cccc([N+](=O)[O-])c2)n1

Assay by compound	55	56	57	58
PPC-1+TRAIL kill	-2	-18	-6	26
Ba/F3 V617F tox	0	3	-4	1
PGE2 EP2 inh	9	8	15	6
p97 ATPase inh	-2	-5	3	0
BaF3 parental	7	4	2	3
Furin inh	-18	-21	-18[20 µM]	-22
RBBP9 inh	-8	-7	13	-12
TbHK1 inh	-1	3	2	-7
NCF1 inh	-15	-14	-10	-10

From PubChem
